Source: PubChem (National Center for Advancing Translational Sciences (NCATS))
Nrf2 block: inhibitors of Nrf2 signaling. A549 ARE-Fluc reporter, luciferase luminescence, 18-24 h. Potency, µM (highest dose often 46 µM), inactives show at the top dose activity change, negative = inhibition, usual class: inhibitors. 360,000 compounds, 2.1% hits. AID 504444; further: potency means the concentration at half of the fitted maximal effect; on the % scale 0 is the no-effect control and ±100 the full control effect; nearly all actives have a fitted effect of over 60% in size
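Nrf2 activity is the BugLite luminescence, read 15 min after reagent at room temperature, following CellTiter-Fluor cytotoxicity readout (30 min, 37C). Compound titrations were applied for 18-24 h to 5000 A549 ARE_Fluc cells/well in 5% FBS OPTI-MEM.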
ATXN2 expr inh: reduces ATXN2 reporter expression in HEK-293 cells; HEK-293 ATXN2-luciferase reporter, luminescence, 24 h; Potency, µM (highest dose often 57 µM), inactives show at the highest dose activity change, negative = inhibition, most hits filed as inhibitors; 360,000 compounds, 0.72% hits; AID 1745845; further: potency means the concentration at half of the fitted maximal effect; on the % scale 0 is the no-effect control and ±100 the full control effect; nearly all actives have a fitted effect of over 55% in size
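ATXN2-luciferase reporter cells (luciferase flanked by upstream and downstream ATXN2 gene portions) were treated 24 h at 37 °C with compounds at up to 57 uM. SteadyGlo luminescence gave expression; GF-AFC fluorescence gave viability.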
S2 tox: viability counter-screen for ATXN expression inhibitors; Potency, µM (series often up to 56.7 µM), actives largely listed as cytotoxic; AID 651635; 400,000 compounds, 0.49% hits; S2 cells (HEK-293 line with an ATXN2-luciferase reporter) viability, CellTiter-Fluor protease fluorescence, 24 h; further: potency means the concentration at half of the fitted maximal effect; nearly all actives have a fitted effect of over 40% in size
MCF10A rerep: inducers of DNA re-replication in MCF 10A breast cells. MCF 10A DNA re-replication, Hoechst nuclear intensity, 48 h. Potency, µM (highest dose often 46.1 µM), inactives show top-dose activity, positive = re-replication, usual class: activators. 350,000 compounds, 2.9% hits; further: potency means the concentration at half of the fitted maximal effect; % of control where 0% means no effect; nearly all actives have a fitted effect of over 50% in size
TGFb SMAD3 inh: blocks TGF-b signaling; 410,000 compounds, 1.2% hits; HepG2 CAGA-GFP TGF-b/SMAD3 reporter, GFP fluorescence, 18 h; TGF-beta stimulated, 500 pg/mL final; AID 588855; Potency, µM (series often up to 46.1 µM), inactives show top-dose activity, negative = inhibition, actives largely listed as inhibitors; further: potency means the concentration at half of the fitted maximal effect; on the % scale 0 is the no-effect control and ±100 the full control effect; nearly all actives have a fitted effect of over 65% in size
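Smad-responsive CAGA-GFP expression was quantified in HEPG2 cells exposed to compounds and 500 pg/mL final TGF-beta for 18 h at 37 degrees C; unstimulated wells defined full inhibition.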
A549 viability: counter-screen for Nrf2 inhibitors: cytotoxicity in A549 cells; A549 ARE-Fluc cells, CellTiter-Fluor viability, 18-24 h; 390,000 compounds, 0.16% hits; AID 504648; Potency, µM (doses to about 46 µM), inactives show top-dose activity change, negative = cytotoxicity, usual class: inhibitors; further: potency means the concentration at half of the fitted maximal effect; on the % scale 0 is the no-effect control and ±100 the full control effect
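A549 ARE_Fluc cells in 5% FBS OPTI-MEM were exposed to compounds in concentration-response for 18-24 h at 37 deg C. Viability was read by CellTiter-Fluor fluorescence (Ex 405/Em 525) after 30 min, before the luciferase read.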
IL1B secr inh: blocks inflammasome-driven IL-1 beta release; THP-1 LPS/ATP IL-1B secretion, AlphaLISA, 16 h; stronger effect = lower value; activity change, % at 57.5 µM; 360,000 compounds, 4.7% hits; in the data active means activity change below about -50%; inconclusive means mostly about -30% to -49%; further: on the % scale 0 is the no-effect control and ±100 the full control effect
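THP-1 cells pretreated 1 hr with compounds (up to 57.5 uM final), then stimulated with LPS (250 ng/mL final) plus ATP (1.25 mM final); secreted IL-1B measured by AlphaLISA after 16 hr, decreased signal indicating inhibition.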
Nrf2 ARE act: Nrf2 pathway activation; AREc32 ARE-luciferase reporter (MCF7-derived line), luminescence, 24 h; Potency, µM (titrated, usually from 46.1 µM), inactives show at the highest dose activation, most hits filed as activators; 410,000 compounds, 0.31% hits; AID 624171; further: potency means the concentration at half of the fitted maximal effect; % of control where 0% means no effect; nearly all actives have a fitted effect of over 65% in size
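AREc32_Fluc, 1000 cells/well, OPTI-MEM + 5% FBS, o/n 37 deg C 5% CO2; 23 nL cpd by pin tool, 24 hr; Steady-Glo 30 min RT, luminescence.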
HepG2 viability: counter-screen for TGF-b inhibitors: cytotoxicity in HepG2 cells; HepG2 CAGA-GFP viability, ATP luminescence, 18 h; Potency, µM (series often up to 46.1 µM), without a hit: top-dose activity change, negative = cytotoxicity, actives largely listed as cytotoxic; 410,000 compounds, 0.76% hits; further: potency means the concentration at half of the fitted maximal effect; some results filed as inactive show a strong effect at the top dose
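CellTiter-Glo luminescence gave cytotoxicity after 18 hours at 37 degrees C. The cells were HepG2 CAGA-GFP in 1% FBS DMEM, stimulated with 500 pg/mL TGF-beta after compound addition. %Activity was normalised to no-cell wells (complete cell-killing) and DMSO (no toxicity), and curves were fitted and classified.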
* = called active by the depositor; i = inactive; ? = inconclusive; . = not tested or not shown; [ ] = another dose, or the depositor's remark. Unless noted, the call rests on the fitted dose curve; in most records, active means well fitted curve in the direction sought with a large enough effect; inconclusive means small, poorly fitted or top-dose-only effect, or another doubt; inactive means no such curve, though single readings can be large; an effect the other way counts as inactive or inconclusive.

Structure	Nrf2 block	ATXN2 expr inh	S2 tox	MCF10A rerep	TGFb SMAD3 inh	A549 viability	IL1B secr inh	Nrf2 ARE act	HepG2 viability
CCOC(=O)C1=C(CNCc2ccccc2)NC(=O)NC1c1ccc(C)cc1 (stereo not given)	-12%	2%	?	.	-27%	-1%	.	0.6%	-2%
Cc1nc2ccccc2c2oc(C(=O)Nc3ccc(C(C)C)cc3)cc12	15µM*	?	i	?	-28%	?	-2	-1.5%	-27%
COc1ccc(C(=O)N2CCCCC2CCN2CCCCC2)cc1 (stereo not given)	16%	.	.	.	-11%	-6%	.	-0.1%	1%
O=C(O)c1cn(-c2ccccc2)nc1-c1ccc(F)cc1	6%	.	i	13µM*	-2%	-6%	15	0.4%	-3%
Cn1nccc1C(=O)N(CCN1CCCCC1)CC1CCCN(C2CCCC2)C1 (stereo not given)	?	18%	i	-4%	-12%	?	i	-0.1%	0%
Cc1ccc(NC(=O)Cn2ccc(=O)[nH]c2=O)cc1	0%	29%	i	-1%	-3%	3%	21	0.5%	5%
Cc1ccc(C(=O)NC(C)c2ccc(-n3ccnc3)cc2)cc1 (stereo not given)	-3%	34%	i	-3%	-2%	-8%	-9	0.3%	6%
COc1ccccc1S(=O)(=O)Nc1ccc(S(=O)(=O)Nc2nccs2)cc1	2%	3%	i	-6%	?	0%	1	-0.7%	-2%
Cc1ccc(C)n1-c1ccc(C(=O)N2CCC(C(N)=O)CC2)cc1	0%	?	i	?	-5%	1%	?	12%	8%
Cc1nc2c(sc3nc4c(cc32)COC(C)(C)C4)c(=O)n1Cc1ccccc1	.	45%[activator]	i	11%	5%	-1%	-27	-0.3%	-18%
Cc1cc(C)c(C(N)=O)c(Nc2cccc(Cl)c2)n1	26%	7%	i	?	7%	0%	-8	0.2%	1%
COc1ccc2c(c1)OC[C@H]1[C@H]2N2C(=O)CN(Cc3ccc(Cl)cc3)C(=O)[C@@]2(C)[C@H]1c1ccccc1	-2%	0%	i	5%	5µM*	-13%	?	5.3%	-25%
O=C(O)c1ccc([N+](=O)[O-])c(CS(=O)(=O)c2ccccc2)c1	-27%	-27%	i	?	-24%	4%	2	0.0%	-19%
COC(=O)C1C[C@@H]2C3=C(C(=O)[C@@](C)(NC(=O)c4ccccc4)C3[C@H](C(=O)OC)C1)[C@H](C)n1c(=O)n(-c3ccccc3)c(=O)n12 (stereo not given in full)	23%	.	.	.	-7%	19%	.	.	-4%
Cc1ccc2cc3cc(C(=O)NCCCN4CCCCCC4)oc3nc2c1	22%	0%	i	13%	0%	2%	0	2.0%	-17%

Grouped by structure: those above containing four or more nitrogen atoms
Structure	Nrf2 block	ATXN2 expr inh	S2 tox	MCF10A rerep	TGFb SMAD3 inh	A549 viability	IL1B secr inh	Nrf2 ARE act	HepG2 viability
Cn1nccc1C(=O)N(CCN1CCCCC1)CC1CCCN(C2CCCC2)C1 (stereo not given)	?	18%	i	-4%	-12%	?	i	-0.1%	0%
COC(=O)C1C[C@@H]2C3=C(C(=O)[C@@](C)(NC(=O)c4ccccc4)C3[C@H](C(=O)OC)C1)[C@H](C)n1c(=O)n(-c3ccccc3)c(=O)n12 (stereo not given in full)	23%	.	.	.	-7%	19%	.	.	-4%

Ordered by length of the SMILES (falling): three of the compounds above
Structure	Nrf2 block	ATXN2 expr inh	S2 tox	MCF10A rerep	TGFb SMAD3 inh	A549 viability	IL1B secr inh	Nrf2 ARE act	HepG2 viability
O=C(O)c1ccc([N+](=O)[O-])c(CS(=O)(=O)c2ccccc2)c1	-27%	-27%	i	?	-24%	4%	2	0.0%	-19%
Cn1nccc1C(=O)N(CCN1CCCCC1)CC1CCCN(C2CCCC2)C1 (stereo not given)	?	18%	i	-4%	-12%	?	i	-0.1%	0%
COc1ccc(C(=O)N2CCCCC2CCN2CCCCC2)cc1 (stereo not given)	16%	.	.	.	-11%	-6%	.	-0.1%	1%

Additional records:
Structure	Nrf2 block	ATXN2 expr inh	S2 tox	MCF10A rerep	TGFb SMAD3 inh	A549 viability	IL1B secr inh	Nrf2 ARE act	HepG2 viability
O=c1[nH]nc(N/N=C/c2ccc(Cl)cc2Cl)c(=O)[nH]1	3%	-17%	i	1%	-1%	-4%	5	3.4%	-21%
CC1(C)CC(=O)C(C(C2=C(O)CC(C)(C)CC2=O)c2ccc(O)c([N+](=O)[O-])c2)=C(O)C1	-22%	-3%	i	2%	-6%	-14%	12	1.9%	-11%
O=C(NCc1cccnc1)Nc1ccccc1C(F)(F)F	12%	1%	i	-31%	-2%	1%	21	0.5%	-5%
CC(=O)c1ccc(N2C(=O)[C@@H]3C(C(=O)CCN4C(=O)c5ccccc5C4=O)=NN[C@@H]3C2=O)cc1	-5%	2%	?	6%	-2%	1%	12	-0.4%	-1%
COc1ccc(C(=O)COC(=O)C(CCSC)NC(=O)COc2ccccc2)c(OC)c1 (stereo not given)	8%	2%	i	2%	-11%	0%	18	-0.1%	0%
CC(C)C(c1nnnn1C1CCCC1)N1CCCCC1 (stereo not given)	-8%	1%	i	0%	-17%	-5%	22	-0.8%	2%
COc1ccc(-c2nnc(SCc3cccnc3)o2)cc1	?	40%[activator]	i	-14%	7%	-4%	9	2.5%	-2%
COC(=O)C(C)Sc1nc2c(c(-c3ccc(OC)cc3)c1C#N)-c1ccccc1C2=O (stereo not given)	-1%	.	.	4%	24%	-1%	20	0.1%	-6%
COc1cc2c(cc1OC)C(c1ccccc1[N+](=O)[O-])N(C(C)=O)CC2 (stereo not given)	9%	11%	i	0%	18%	2%	-5	-0.7%	3%
O=C(COc1ccc(/C=N/NC(=O)c2cc3ccccc3o2)cc1Cl)Nc1ccccc1	?	10µM*	8.9µM*	?	2µM*	?	-98*	8.7%	-69%
COc1ccc(S(N)(=O)=O)cc1C(=O)NCC1(N2CCCCC2)CCCCC1	11%	4%	i	-2%	-4%	17%	-7	1.9%	1%
CC(C)CCn1nnc2sc(-c3ccccc3)cc2c1=O	17%	32%	i	.	13%	2%	.	11%	6%
Cc1nc(CNC(=O)C2CCC(=O)N(CCc3ccc(Cl)cc3)C2)sc1C (stereo not given)	-5%	-14%	i	?	-8%	4%	16	0.6%	-3%
CCCCN(CC)CCNC(=O)CCn1cnc2onc(-c3ccc(F)cc3)c2c1=O	?	-18%	i	.	-10%	3%	.	1.2%	-29%
Cc1ccc(F)c(NC(=O)/C(C#N)=C(\O)c2ccc(C(C)(C)C)cc2)c1	1%	.	i	?	13µM*	?	-8	-0.3%	13µM*

The list continues:
Results follow in this order: Nrf2 block | ATXN2 expr inh | S2 tox | MCF10A rerep | TGFb SMAD3 inh | A549 viability | IL1B secr inh | Nrf2 ARE act | HepG2 viability
> N=c1c2c(ncn1Cc1ccco1)Oc1c(ccc3ccccc13)C2c1ccccc1 (stereo not given)
→ -7% | ? | ? | 94% | 0% | ? | ? | -0.5% | -28%
> Cc1nc(NCCc2ccc(F)cc2)c(C#N)c(C)c1[N+](=O)[O-]
→ -9% | 13% | ? | ? | 3% | 12% | -94* | 7.5% | 0%
> COCCn1c(CN2CCc3ccccc3C2)nc2c1c(=O)n(C)c(=O)n2C
→ ? | -34%[11.3 µM] | i | -4% | 1% | -3% | 17 | 0.4% | -16%
> COc1ccc(NC(=O)CSc2nc(-c3ccc(OC)cc3)cc(=O)[nH]2)cc1
→ 12% | 6% | i | . | 32% | -2% | . | 3.5% | -1%
> O=C(NC1CCCC1)c1cnn2c(C(F)(F)F)cc(-c3ccco3)nc12
→ ? | 8% | i | ? | ? | -13% | -7 | 2.1% | -25%
> COc1ccc(Cn2c(=S)[nH]c3cc(C(=O)N4CCCCC4)ccc3c2=O)cc1
→ -15% | -17% | i | 23% | 6% | 3% | 11 | 0.1% | 2%
> O=C(CCN1C(=O)/C(=C/c2ccccc2Cl)SC1=S)NC1=NCCS1
→ -2% | 1% | i | 18% | -16% | -3% | 13 | 0.4% | -20%
> COc1ccc(N(C)C(=O)c2cn(CC(C)C)c(=O)c3cc(OC)c(OC)cc23)c(OC)c1
→ 3% | -15% | i | 0% | 0% | -1% | -28 | 0.0% | 7.1µM*
> O=c1c2ccccc2c(-c2ccc(O)cc2)nn1-c1cccc(C(F)(F)F)c1
→ 23µM* | ? | i | ? | ? | -2% | -98* | -2.2% | -105%
> Clc1ccc2c(N/N=C/c3cccc(Br)c3)ccnc2c1
→ 18% | ? | . | ? | -47% | -11% | -99* | 3.4% | -59%
> C/C(=N\NC(=O)C(N)=O)c1cccc([N+](=O)[O-])c1
→ 3% | -11% | i | -9% | 0% | 8% | 0 | 0.0% | 2%
> COc1ccccc1NC(=O)Cn1nc(-c2ccc3c(c2)OCCO3)ccc1=O
→ ? | -21% | i | 0.92µM* | -3% | 1% | -5 | 4.4% | -28%
> Cc1ccc[n+](-c2nc([O-])sc2C=O)c1
→ -2% | 16% | i | -1% | -20% | -17% | -1 | -0.6% | -18%
> O=C(CCN1C(=O)[C@@H]2Cc3ccccc3CN2C1=O)N[C@H](Cc1ccccc1)C(=O)O
→ 2% | 4% | i | -8% | -1% | 1% | -10 | 0.0% | -6%
> O=C(NCC1CCCO1)c1cccc2c1C(=O)c1ccc(N3CCC(Cc4ccccc4)CC3)cc1S2(=O)=O (stereo not given)
→ 21µM* | ? | ? | 3.7µM* | ? | -8% | 43 | -1.7% | 2%
> CCCn1c(N)c(C(=O)COC(=O)CNC(=O)c2ccc(C)c(C)c2)c(=O)n(C)c1=O
→ -10% | . | i | -1% | 0% | -1% | -1 | 0.5% | -9%
> CCc1ccc(C(=O)Nn2cnc3ccccc3c2=O)cc1
→ ? | 19% | i | -1% | 0% | -8% | -15 | 2.7% | -29%
> Cc1cccn2c(=O)c(/C=C(\C#N)S(=O)(=O)c3ccccc3)c(N3CCC(C(N)=O)CC3)nc12
→ 5% | -1% | i | 655%[0.0737 µM] | -1% | -3% | 11 | 0.3% | -3%

Outcome played no part in choosing rows, and some 8.8% of all compounds hit somewhere here.
